Mtb BioA inh = blocks M. tuberculosis BioA enzyme activity; purified M. tuberculosis BioA enzyme, plate reader; hit rate 0.096% among 360,000; inhibition, % at 9.99 µM; AID 602481; in the data active = inhibition above about 40%
The depositor's hits bear a star.

SMILES | Mtb BioA inh
CS(=O)(=O)Nc1ccc2c(c1)[C@H]1C[C@@H](CC(=O)NCc3ccc(Oc4ccccc4)cc3)O[C@@H](CO)[C@H]1O2 | -0.1
O=C(O)C[C@H]1C[C@H]2c3cc(NC(=O)Nc4ccccc4)ccc3O[C@H]2[C@H](CO)O1 | -2.8
CC(C)CC#Cc1ccc2c(c1)O[C@H](CN(C)Cc1ccccc1)[C@H](C)CN([C@@H](C)CO)S2(=O)=O | -2.0
COc1ccccc1C#Cc1ccc2c(c1)O[C@@H](CN(C)Cc1ccncc1)[C@@H](C)CN([C@H](C)CO)S2(=O)=O | -1.1
C[C@H](CO)N1C[C@H](C)[C@H](CN(C)Cc2ccc3c(c2)OCO3)Oc2ccc(NC(=O)C3CC3)cc2C1=O | 1.0
COCCNC(=O)[C@@H]1[C@@H](CO)[C@@H]2Cn3c(ccc(-c4ccc(OC)cc4)c3=O)[C@H]1N2C(=O)NC(C)C | -2.4
CCCNC(=O)N1[C@@H]2CN(C(=O)NC(C)C)c3ccccc3[C@@H]2[C@@H]1CO | 2.0
CO[C@H]1CN(C)C(=O)c2cc(NC(=O)c3nc4ccccc4s3)ccc2OC[C@@H](C)N(Cc2ccncc2)C[C@H]1C | 0.0
CCC(=O)N1[C@@H](CO)[C@@H]2c3ccccc3N(C(=O)c3ccccc3F)C[C@@H]21 | -3.2
COCC#Cc1ccc2c(c1)O[C@@H](CN(C)C(C)=O)[C@@H](C)CN([C@H](C)CO)S2(=O)=O | 0.7
COCC#Cc1ccc([C@H]2[C@@H](CO)N3CCCCN(Cc4cncnc4)C[C@H]23)cc1 | 1.8
C[C@H]1CN([C@@H](C)CO)C(=O)c2cccc(NC(=O)C3CC3)c2O[C@H]1CN(C)Cc1ccc(Cl)c(Cl)c1 | -1.8
O=C(C[C@@H]1CC[C@@H]2[C@H](COC[C@H](O)CN2CCc2ccccc2)O1)NCCCN1CCOCC1 | -0.5
COc1cccc(C(=O)Nc2ccc3c(c2)C(=O)N(C)[C@H]2CC[C@H](CC(=O)NCC(F)(F)F)O[C@@H]2CO3)c1 | 0.3
CCC(=O)Nc1ccc2c(c1)C(=O)N(C)[C@H]1CC[C@H](CC(=O)NC3Cc4ccccc4C3)O[C@@H]1CO2 | -4.1
COc1ccccc1S(=O)(=O)N1C[C@H](O)COC[C@@H]2O[C@@H](CC(=O)O)CC[C@H]21 | -1.4
CCCN(C)C[C@H]1Oc2cc(C#Cc3cccc(F)c3)ccc2S(=O)(=O)N([C@H](C)CO)C[C@@H]1C | -0.6
C[C@@H]1CCCCO[C@@H](CN(C)Cc2ccc(C(F)(F)F)cc2)[C@@H](C)CN([C@H](C)CO)C(=O)c2cc(NC(=O)Nc3ccc(C(F)(F)F)cc3)ccc2O1 | -2.6
CCCN(C)C[C@@H]1OCc2cn(nn2)CCCC(=O)N([C@@H](C)CO)C[C@@H]1C | -2.1
CC(C)C#Cc1ccc2c(c1)O[C@H](CN(C)CC1CC1)[C@H](C)CN([C@@H](C)CO)S2(=O)=O | 4.0
Cc1noc(C)c1NC(=O)N(C)C[C@@H]1OCCCC[C@H](C)Oc2ccc(NS(=O)(=O)c3cccs3)cc2C(=O)N([C@H](C)CO)C[C@@H]1C | 4.6
CCCNC(=O)C[C@H]1CC[C@@H]2[C@@H](COc3ccc(NS(=O)(=O)CC)cc3C(=O)N2C)O1 | -3.4
C[C@H](CO)N1C[C@H](C)[C@@H](CN(C)S(=O)(=O)c2cn(C)cn2)OCCCC[C@H](C)Oc2ccc(NC(=O)Nc3ccccc3)cc2C1=O | -1.9
CCCC#Cc1cnc2c(c1)C(=O)N([C@@H](C)CO)C[C@@H](C)[C@H](CN(C)C(=O)Nc1cccc(F)c1)O2 | 1.9
CC(C)NC(=O)Nc1ccc2c(c1)C(=O)N([C@@H](C)CO)C[C@H](C)[C@H](CN(C)C)OCCCC[C@H](C)O2 | 0.3
COc1ccccc1S(=O)(=O)N[C@@H]1CC[C@H](CC(=O)NCc2cccc(F)c2)O[C@@H]1CO | -0.7
CN(C)C(=O)C[C@H]1CC[C@H]2[C@@H](COC[C@H](O)CN2CC2CCOCC2)O1 | -0.8
COc1ccc(S(=O)(=O)Nc2cccc3c2O[C@H](CN(C)S(=O)(=O)c2ccc(C)cc2)[C@@H](C)CN([C@H](C)CO)C3=O)cc1 | -2.6
COc1ccc(S(=O)(=O)Nc2ccc3c(c2)C(=O)N([C@@H](C)CO)C[C@@H](C)[C@@H](CN(C)S(=O)(=O)c2ccc(Cl)cc2)OCCCC[C@H](C)O3)cc1 | -2.4
Cc1ccc(S(=O)(=O)Nc2ccc3c(c2)CC(=O)N([C@@H](C)CO)C[C@@H](C)[C@H](CN(C)C(=O)NC(C)C)O3)cc1 | 0.0
CO[C@H]1CN(C)C(=O)c2cc(NC(=O)Nc3cccc(Cl)c3)ccc2OC[C@@H](C)N(C)C[C@@H]1C | 2.2
OC[C@H]1[C@@H](c2ccc(-c3ccc(F)cc3)cc2)[C@@H]2CN(Cc3ccccn3)CCCCN12 | 1.3
Cc1noc(C)c1NC(=O)N(C)C[C@H]1OCCCC[C@@H](C)Oc2ccc(NS(=O)(=O)c3ccc(F)cc3)cc2C(=O)N([C@@H](C)CO)C[C@H]1C | 0.4
C[C@H](CO)N1C[C@H](C)[C@@H](CN(C)Cc2ccccn2)Oc2ncc(C#Cc3ccc(F)cc3)cc2C1=O | 0.7
O=C(Nc1cccc(Cl)c1)N[C@H]1CC[C@H](CCn2cc(Cc3ccccc3)nn2)O[C@@H]1CO | 1.6
CC(=O)N(C)C[C@H]1Oc2cc(C#CC3CCCC3)ccc2S(=O)(=O)N([C@@H](C)CO)C[C@@H]1C | 0.1
O=C(C[C@H]1C[C@H]2c3cc(NC(=O)Cc4ccncc4)ccc3O[C@H]2[C@@H](CO)O1)NCc1ccc(-c2ccccc2)cc1 | 0.1
C[C@@H]1CN([C@@H](C)CO)C(=O)c2cc(NC(=O)Cc3ccccc3)ccc2O[C@@H]1CN(C)CC1CCCCC1 | 0.3
COc1ccc(S(=O)(=O)Nc2ccc3c(c2)C(=O)N([C@@H](C)CO)C[C@@H](C)[C@@H](CN(C)C(=O)NC(C)C)OCCCC[C@H](C)O3)cc1 | -0.1
C[C@@H]1CCCCO[C@H](CN(C)Cc2ccc(C(F)(F)F)cc2)[C@H](C)CN([C@@H](C)CO)C(=O)c2cc(NS(C)(=O)=O)ccc2O1 | 0.8
COCC(=O)Nc1ccc2c(c1)[C@H]1C[C@@H](CC(=O)NCc3ccccc3F)O[C@@H](CO)[C@H]1O2 | -2.4
C[C@@H]1CN([C@H](C)CO)C(=O)c2cc(C#CC3(O)CCCC3)cnc2O[C@@H]1CN(C)C(=O)CN(C)C | -0.5
COCC#Cc1cnc2c(c1)C(=O)N([C@H](C)CO)C[C@@H](C)[C@@H](CN(C)C(=O)Nc1ccc(OC)cc1)O2 | -2.4
CCCC#Cc1ccc2c(c1)O[C@@H](CN(C)C(=O)NCCC)[C@H](C)CN([C@@H](C)CO)S2(=O)=O | 5.7
CC(C)CC#Cc1cnc2c(c1)C(=O)N([C@H](C)CO)C[C@H](C)[C@H](CN(C)C(=O)c1ccccc1F)O2 | -0.6
COc1ccc(S(=O)(=O)Nc2ccc3c(c2)C(=O)N([C@@H](C)CO)C[C@H](C)[C@H](CN(C)Cc2ccc(C(=O)O)cc2)OCCCC[C@H](C)O3)cc1 | -1.4
Cc1ccc(-c2cnc3c(c2)C(=O)N([C@@H](C)CO)C[C@@H](C)[C@H](CN(C)C(=O)c2ccncc2)O3)cc1 | 0.9
C[C@@H]1CN([C@H](C)CO)C(=O)c2cc(NC(=O)Nc3ccc(F)cc3)ccc2O[C@@H]1CN(C)Cc1ccc(-c2ccccc2)cc1 | -2.0
COc1ccc(S(=O)(=O)Nc2ccc3c(c2)CC(=O)N([C@@H](C)CO)C[C@@H](C)[C@@H](CN(C)Cc2ccc(C(F)(F)F)cc2)O3)cc1 | 1.6
CC(C)NC(=O)N[C@H]1C=C[C@@H](CC(=O)NCCCN(C)C)O[C@H]1CO | 2.3
C[C@@H]1CN([C@H](C)CO)S(=O)(=O)c2ccc(Br)cc2O[C@H]1CN(C)C(=O)CN(C)C | 0.6
O=C(Nc1ccccc1)N1C[C@H]2[C@@H](c3ccccc31)[C@H](CO)N2Cc1ccc(F)cc1 | -7.1
C/C=C/c1ccc2c(c1)O[C@@H](CN(C)Cc1ccncc1)[C@H](C)CN([C@@H](C)CO)S2(=O)=O | 7.8
Cc1noc(C)c1NC(=O)Nc1ccc2c(c1)C(=O)N([C@@H](C)CO)C[C@@H](C)[C@@H](CN(C)S(=O)(=O)c1c(C)noc1C)O2 | -0.5
C[C@H](CO)N1C[C@H](C)[C@H](CN(C)Cc2ccc(C(=O)O)cc2)Oc2ccc(NC(=O)CCN3CCOCC3)cc2C1=O | -0.8
C[C@@H]1CN([C@@H](C)CO)C(=O)c2cc(C3=CCCC3)cnc2O[C@@H]1CN(C)C(=O)c1ccccc1 | -1.7
COc1ccc(S(=O)(=O)Nc2ccc3c(c2)C(=O)N([C@@H](C)CO)C[C@H](C)[C@@H](CN(C)C)O3)cc1 | 0.1
O=C(Nc1ccccc1Cl)N1[C@@H](CO)[C@@H]2c3ccccc3NC[C@@H]21 | 0.8
C[C@@H]1CN([C@H](C)CO)S(=O)(=O)c2ccc(-c3cccnc3)cc2O[C@@H]1CN(C)C(=O)CN(C)C | -0.7
O=C(C[C@H]1CC[C@H]2[C@@H](COC[C@H](O)CN2C(=O)Nc2ccc(Cl)c(Cl)c2)O1)NCc1ccccc1 | 0.4

Later entries:
SMILES | Mtb BioA inh
COCC#Cc1cnc2c(c1)C(=O)N([C@@H](C)CO)C[C@H](C)[C@H](CN(C)C(=O)Nc1cc(F)ccc1F)O2 | 1.6
O=C(C[C@H]1CC[C@@H]2[C@H](COC[C@@H](O)CN2C(=O)Nc2ccc(Cl)c(Cl)c2)O1)NCc1ccc(Cl)c(Cl)c1 | -1.8
COCC(=O)N1[C@H](CO)[C@H]2c3ccccc3N(C(=O)c3ccccc3F)C[C@H]21 | -4.6
C[C@H](CO)N1C[C@H](C)[C@@H](CN(C)C(=O)Nc2ccc(C(F)(F)F)cc2)Oc2c(NS(C)(=O)=O)cccc2C1=O | 3.6
O=C(C[C@H]1CC[C@H]2[C@@H](COC[C@@H](O)CN2Cc2ccc(C(F)(F)F)cc2)O1)N1CCc2ccccc2C1 | -1.2
C[C@H](CO)N1C[C@H](C)[C@H](CN(C)Cc2ccc(C(F)(F)F)cc2)Oc2ccc(NS(=O)(=O)c3ccccc3)cc2CC1=O | -6.5
C[C@H]1CN([C@@H](C)CO)C(=O)Cc2cc(NS(=O)(=O)c3ccc(Cl)cc3)ccc2O[C@@H]1CN(C)C(=O)Nc1ccccc1 | -1.5
CS(=O)(=O)N1[C@H](C#N)[C@H](c2ccc(C#Cc3cccc(F)c3)cc2)[C@H]1CO | -0.4
Cc1ccc(-c2ccc3c(c2)O[C@@H](CN(C)Cc2ccc(F)cc2)[C@@H](C)CN([C@@H](C)CO)S3(=O)=O)cc1 | 0.0
O=C(Nc1cc(F)ccc1F)N[C@@H]1C=C[C@@H](CC(=O)N2CCc3ccccc3C2)O[C@H]1CO | 3.2
Cc1noc(C)c1NC(=O)N[C@@H]1CC[C@H](CCNC(=O)C2CCCC2)O[C@@H]1CO | -2.7
C[C@@H]1CN([C@@H](C)CO)C(=O)c2cccc(NS(=O)(=O)c3cn(C)cn3)c2O[C@H]1CN(C)Cc1ccc(Cl)c(Cl)c1 | 0.8
CO[C@@H](CN(C)S(=O)(=O)c1ccc(Cl)cc1)[C@H](C)CN([C@H](C)CO)S(=O)(=O)c1cccc(Cl)c1 | -0.4
COC(=O)[C@H]1[C@H](CO)[C@H]2Cn3c(ccc(/C=C/c4ccccc4)c3=O)[C@H]2N1CC1CCCCC1 | -1.9
O=C(C[C@@H]1CC[C@@H](NC(=O)Nc2ccc3c(c2)OCO3)[C@@H](CO)O1)NCc1ccc(F)cc1 | -2.9
COc1cccc(-c2ccc3c(c2)O[C@H](CN(C)Cc2cccnc2)[C@H](C)CN([C@H](C)CO)S3(=O)=O)c1 | -1.0
CCCN1[C@@H]2c3ccc(C4=CCCCC4)c(=O)n3C[C@H]1[C@H](CO)[C@H]2C(=O)Nc1ccccc1 | -0.8
C[C@H]1CN([C@@H](C)CO)S(=O)(=O)c2ccc(C#CC3CC3)cc2O[C@@H]1CN(C)Cc1ccc(F)cc1 | -0.9
C[C@@H]1CN([C@H](C)CO)C(=O)c2cccc(NC(=O)c3ccncc3)c2O[C@H]1CN(C)Cc1ccc(Cl)c(Cl)c1 | 1.9

Rewritten as tab-separated lines: twelve of the compounds above
Structure	Mtb BioA inh
CS(=O)(=O)N1[C@H](C#N)[C@H](c2ccc(C#Cc3cccc(F)c3)cc2)[C@H]1CO	-0.4
Cc1ccc(-c2ccc3c(c2)O[C@@H](CN(C)Cc2ccc(F)cc2)[C@@H](C)CN([C@@H](C)CO)S3(=O)=O)cc1	0.0
O=C(Nc1cc(F)ccc1F)N[C@@H]1C=C[C@@H](CC(=O)N2CCc3ccccc3C2)O[C@H]1CO	3.2
Cc1noc(C)c1NC(=O)N[C@@H]1CC[C@H](CCNC(=O)C2CCCC2)O[C@@H]1CO	-2.7
C[C@@H]1CN([C@@H](C)CO)C(=O)c2cccc(NS(=O)(=O)c3cn(C)cn3)c2O[C@H]1CN(C)Cc1ccc(Cl)c(Cl)c1	0.8
CO[C@@H](CN(C)S(=O)(=O)c1ccc(Cl)cc1)[C@H](C)CN([C@H](C)CO)S(=O)(=O)c1cccc(Cl)c1	-0.4
COC(=O)[C@H]1[C@H](CO)[C@H]2Cn3c(ccc(/C=C/c4ccccc4)c3=O)[C@H]2N1CC1CCCCC1	-1.9
O=C(C[C@@H]1CC[C@@H](NC(=O)Nc2ccc3c(c2)OCO3)[C@@H](CO)O1)NCc1ccc(F)cc1	-2.9
COc1cccc(-c2ccc3c(c2)O[C@H](CN(C)Cc2cccnc2)[C@H](C)CN([C@H](C)CO)S3(=O)=O)c1	-1.0
CCCN1[C@@H]2c3ccc(C4=CCCCC4)c(=O)n3C[C@H]1[C@H](CO)[C@H]2C(=O)Nc1ccccc1	-0.8
C[C@H]1CN([C@@H](C)CO)S(=O)(=O)c2ccc(C#CC3CC3)cc2O[C@@H]1CN(C)Cc1ccc(F)cc1	-0.9
C[C@@H]1CN([C@H](C)CO)C(=O)c2cccc(NC(=O)c3ccncc3)c2O[C@H]1CN(C)Cc1ccc(Cl)c(Cl)c1	1.9

Compound activity from PubChem.

An excerpt, so the mix of outcomes need not match the whole.
